NADH coupling: inhibitors of enzymes used to reach an NAD/NADH endpoint; coupled PK/LDH NADH assays, four targets; IC50, µM (top dose mostly 10 µM), for inactives: at the top dose inhibition; 65,000 tested, 0.02% active; AID 774;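 active = single-dose screening hits from any of four coupled enzyme assays that gave an IC50 when retested across doses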;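 also: the DPM-DC format reads NADH fluorescence rather than 340 nm absorbance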
MMP13 inh: MMP13 (human) collagenase inhibition | 65,000 tested, 0.07% active | inhibition, % at 4 µM | P45452 | MMP-13 fTHP FRET cleavage, Mca fluorescence;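 active = inhibition above the mean of compound-free control plate wells plus 3 SD, cut at about 14% in these data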;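 also: 0% = DMSO wells and 100% = wells with reference MMP-13 inhibitor after basal subtraction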
HTR1E agonist: agonists of human 5-HT1E serotonin receptor. P28566. CHO 5-HT1E Ga15 NFAT-bla reporter, FRET; 0% DMSO wells, 100% control agonist wells. activation, % at 6 µM. 65,000 tested, 0.69% active;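 active = activation above a set limit, the screen-wide mean activation plus 3 SD, cut at about 8.5% in these data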;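 also: 100% = positive control agonist at 1 µM giving full maximal response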
Target sequence (P28566 whole entry, looked up): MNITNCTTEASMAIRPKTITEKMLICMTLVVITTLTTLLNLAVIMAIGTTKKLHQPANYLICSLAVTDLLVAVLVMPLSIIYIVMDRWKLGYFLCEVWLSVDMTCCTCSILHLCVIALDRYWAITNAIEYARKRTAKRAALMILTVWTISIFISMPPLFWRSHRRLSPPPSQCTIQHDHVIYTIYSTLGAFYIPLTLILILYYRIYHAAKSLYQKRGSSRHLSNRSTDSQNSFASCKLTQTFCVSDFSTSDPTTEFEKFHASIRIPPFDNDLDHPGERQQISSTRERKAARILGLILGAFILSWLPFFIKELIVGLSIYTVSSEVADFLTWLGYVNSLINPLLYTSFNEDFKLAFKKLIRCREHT
5HT1a antag: blocks the human serotonin 5-HT1a receptor; 62,000 tested, 0.68% active; inhibition, % at 10 µM; CHO 5-HT1a Ga15 NFAT-bla reporter, antagonist mode;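 active = inhibition above the mean of all tested compounds plus 3 SD, cut at about 43% in these data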;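 also: receptor stimulated by 5-CT agonist at 100 nM near EC80; beta-lactamase reporter measured by ratiometric fluorescence of a cleavable substrate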
Ecoli tolC: growth inhibitors of E. coli BW25113 tolC mutant. OD615. growth inhibition, % at 10 µM (by protocol). 65,000 tested, 2.2% active;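 active = growth inhibition at or above a cutoff equal to the mean over every tested compound plus 3 SD, cut at about 60% in these data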;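 also: growth measured after 20 h incubation at 37 °C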
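Material: E. coli BW25113 ΔtolC::kan, tolC deletion mutant strain. Measure: percent growth inhibition. Schedule: 37 °C, 20 h exposure. Doses: single-point testing at 10 µM. Signal: A615 absorbance measurement. Buffer or medium: kanamycin-containing LB broth (50 µg/mL).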
HTR1E antagonist: antagonists of human 5-HT1E serotonin receptor. inhibition, % at 6 µM. 65,000 tested, 0.99% active. AID 571. CHO 5-HT1E Ga15 NFAT-bla reporter, FRET, antagonist. P28566;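 active = inhibition above a set limit, the mean inhibition across every tested compound plus 3 SD, cut at about 29% in these data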;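 also: signal is the 460 over 535 nm emission ratio of beta-lactamase substrate; 0% = agonist plus DMSO wells and 100% = wells without agonist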
SF1 activator: activates the human nuclear receptor SF-1; CHO-K1 Gal4-SF-1 LBD luciferase reporter; % increase over DMSO SF-1-specific signal; activation, % at 10 µM; 65,000 tested, 1.9% active;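 active = activation above the mean activation of all tested compounds plus 3 SD, cut at about 50% in these data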
Target sequence (Q13285 whole entry, looked up, the tested form may be a part): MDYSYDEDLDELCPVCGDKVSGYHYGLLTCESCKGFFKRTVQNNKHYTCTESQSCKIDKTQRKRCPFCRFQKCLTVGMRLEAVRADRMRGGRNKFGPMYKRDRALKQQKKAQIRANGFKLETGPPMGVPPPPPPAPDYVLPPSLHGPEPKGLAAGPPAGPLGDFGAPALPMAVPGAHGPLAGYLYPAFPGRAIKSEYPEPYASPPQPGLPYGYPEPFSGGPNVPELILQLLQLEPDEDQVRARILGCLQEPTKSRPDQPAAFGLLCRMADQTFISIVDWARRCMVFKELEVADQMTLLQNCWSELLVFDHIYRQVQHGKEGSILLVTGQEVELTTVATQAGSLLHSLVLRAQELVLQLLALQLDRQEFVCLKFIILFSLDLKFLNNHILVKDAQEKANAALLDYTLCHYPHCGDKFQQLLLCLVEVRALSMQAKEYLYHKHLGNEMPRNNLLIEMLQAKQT
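Assay system: CHO-K1 cells co-transfected with Gal4 DBD–human SF-1 LBD, 5xGal4 luciferase reporter; doses: 10 µM only; incubation: 20 h compound exposure at 37 °C after 1 h cell settling; signal: luciferase light emission; evaluation: percent activation versus DMSO; repeats: one test per compound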
HTR1A agonist: agonists of human 5-HT1a serotonin receptor; 65,000 tested, 0.56% active; CHO 5-HT1a Ga15 NFAT-bla reporter, FRET ratio; 0% basal, 100% maximal reference agonist; activation, % at 10 µM; AID 567; P08908;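 active = activation above the screen-wide mean activation plus 3 SD, cut at about 19% in these data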;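 also: 0% = DMSO wells and 100% = 5-CT at EC100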
RORa activator: activators of human nuclear receptor RORA. CHO-K1 Gal4-RORA LBD luciferase reporter, luminescence; percent increase over mock-subtracted basal signal. activation, % at 10 µM. 65,000 tested, 1.5% active. AID 560;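 active = activation above the mean of all tested compounds plus 3 SD, cut at about 49% in these data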;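 also: 0% = DMSO-treated RORA cells and 100% = added signal equal to DMSO minus mock-transfected cells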
* marks the source's active call; other numbers are inactive results; . = not tested or not shown; [ ] = dose if it differs, or a comment.

SMILES	NADH coupling	MMP13 inh	HTR1E agonist	5HT1a antag	Ecoli tolC	HTR1E antagonist	SF1 activator	HTR1A agonist	RORa activator
COCCNc1cc(C)nc2c(-c3ccccc3OC)c(C)nn12	10.0%	2.5	0.6	-0.6	-9.6	-11.8	17.1	1.2	9.9
CCCCP(=O)(CCCC)c1ccccc1C(=O)O	2.0%	-2.1	-1.2	7.4	-15.1	4.2	10.6	252.4*	13.8
CCOc1ccccc1NC(=O)NC1CC2CCCC(C1)N2Cc1nnnn1CCc1ccccc1 (centres undefined)	3.0%	9.2	-0.1	10.3	20.9	21.1	-6.6	-4.9	-6.3
COc1cccc(-c2c(NC(=O)c3ccco3)n(-c3ccc(C)cc3)nc(C)c2=O)c1	1.0%	0.3	-0.7	-0.7	-11.5	-1.9	-16.6	0.3	14.0
COCCNC(=O)C(c1ccco1)N(C(=O)Cn1nnc2ccccc21)c1cc(C)ccc1C (centres undefined)	4.0%	1.5	-0.9	-18.4	-5.8	-4.1	-0.6	0.2	-8.7
COC(=O)c1ccccc1S(=O)(=O)NC(=O)c1ccccc1	2.0%	-1.3	0.0	-15.7	-7.6	2.4	11.1	-2.3	-8.2
Cc1ccc(S(=O)(=O)N(C)CCCC(=O)n2nc(C)cc2C)cc1	0.0%	3.8	0.3	-10.3	6.7	-5.4	8.1	1.2	-5.1
COc1ccccc1-c1coc2c(CN3CCN(C)CC3)c(O)ccc2c1=O	3.0%[fluoresces]	-142.1[fluorescence artefact?]	-0.1	-0.8	-12.8	2.9	0.6	-2.2	-15.6
Cn1cc(CNC(=O)COc2ccc(Cl)cc2Cl)cn1	4.0%	-2.6	-0.9	-0.9	2.1	0.9	-5.7	-1.7	-8.8
CC(C)C(=O)N1CCN(c2nc(-c3ccccc3)c3c(c2C#N)CC(C)(C)OC3)CC1	2.0%[fluoresces]	-33.1	0.8	.	4.8	-11.1	-2.7	3.1	8.5
CCOC(=O)c1[nH]c2ccc(OCC)cc2c1NC(=O)CN1CCC2(CC1)OCCO2	7.0%[fluoresces]	-99.7[fluorescence artefact?]	0.0	-10.6	-12.4	-6.9	-0.8	-0.9	-0.4
Cc1cc(C)nc(Nc2n[nH]c(-c3ccccc3Br)n2)n1	0.0%	5.8	-0.7	-3.5	10.0	11.0	4.8	2.1	9.3
COc1ccc(S(=O)(=O)NC2CC3CCC2C3)cc1Cl (centres undefined)	2.0%	-2.6	-0.4	-5.2	8.0	0.8	-0.8	0.8	2.6
O=C(CCCSc1nc2ccccc2[nH]1)N1CCN(c2ccccc2)CC1	9.0%	-8.6	-0.9	15.2	37.0	1.4	-7.2	-1.5	-11.8
COc1ccccc1-n1c(CNC(=O)COc2ccccc2)n[nH]c1=S	2.0%	3.0	-1.5	1.6	-13.3	4.5	18.9	-0.8	-7.6
O=C(CN1CCN(Cc2ccccc2)CC1)Nc1ccc(Cl)cn1	3.0%	-0.6	0.5	10.7	-11.3	-8.9	-2.4	-2.9	-6.7
O=C(COC(=O)c1ccccc1)NCC1CCCO1 (centres undefined)	3.0%	0.4	0.3	-4.8	-31.4	3.7	-2.0	-1.6	-10.6
O=C1C2C3C=CC(C3)C2C(=O)N1c1nccs1 (centres undefined)	8.0%	-1.5	1.3	-3.8	-1.9	7.4	-13.6	-0.8	-16.8
CC(=O)Nc1ccc(-c2nnc(SCC(=O)n3c4c(c5ccccc53)CCCC4)n2C)cc1	2.0%	-0.2	-0.8	6.5	12.3	13.0	-2.0	-1.2	-17.9
COC(=O)CNC(=O)Cn1cnc2sc(C)c(S(=O)(=O)N3CCC(C)CC3)c2c1=O	0.0%	7.2	0.4	-5.8	-4.2	2.3	2.3	-1.4	-2.6
COc1ccccc1OCc1ccc(C(=O)N2CCN(C(=O)c3ccco3)CC2)cc1	4.0%	0.2	-0.1	-5.9	-13.6	-5.0	-0.1	-1.0	-5.6
Cc1csc(NC(=O)C(NS(=O)(=O)c2ccc(Br)s2)c2ccccc2)n1 (centres undefined)	8.0%	-0.3	0.5	-18.2	38.0	-5.5	7.0	1.4	1.6
Cc1nn(C(C)C(=O)O)c2ccccc12 (centres undefined)	6.0%	1.5	-1.4	-47.8	-21.0	2.6	-7.2	0.3	-1.0
CC(=O)c1ccc(N(C)C)c2c(N(C)C)cccc12	8.0%	-2.3	0.7	-3.2	-18.9	4.9	-5.2	-1.4	-11.2
Cc1cc(C(=O)OCC(=O)Nc2cc(C(F)(F)F)ccc2N2CCOCC2)c(C)o1	8.0%	0.9	1.0	25.4	12.8	4.6	9.5	-1.1	-20.6
CCOc1nc2ccccc2nc1NS(=O)(=O)c1ccccc1	4.0%	1.5	-0.3	-8.8	11.2	-4.3	2.0	-3.5	8.9
COc1ccc(S(=O)(=O)N2CCCC2)c(C)c1C	5.0%	12.4	0.1	-10.8	5.5	-4.5	-8.5	0.7	-16.0
O=C(O)C1CCCCC1C(=O)Nc1nc(-c2cccs2)cs1 (centres undefined)	3.0%	-1.0	0.2	-3.8	27.2	-2.4	6.3	-2.2	11.0
Cc1nnc(SCCN2CCOCC2)n1C	18.0%	-4.5	-0.3	-4.6	-23.9	-7.5	12.7	0.9	7.4
CCc1ccc(OCCCC(=O)O)c(Br)c1	3.0%	-4.5	-0.7	-2.3	26.8	-5.9	7.2	-2.4	-13.4
O=c1oc2ccccc2c(O)c1C=NCc1ccccn1	3.0%	-3.2	-0.5	-7.3	-22.8	-5.2	17.4	-1.3	11.1
O=C(NC1CCCCC1NC(=O)c1cccs1)c1cccs1 (centres undefined)	6.0%	-1.8	1.0	-6.2	-9.1	-4.7	-3.5	-3.4	12.2
O=C1C(=O)N(CCN2CCOCC2)C(c2ccccn2)/C1=C(/O)c1ccc(F)cc1 (centres undefined)	6.0%	-2.3	0.0	.	17.3	-17.6	-6.2	0.1	-19.1
O=C(CN(CC1CCCO1)C(=O)CNS(=O)(=O)c1ccccc1)NCc1ccccc1 (centres undefined)	11.0%	-0.3	-0.2	3.9	-10.5	-1.6	-5.8	0.9	11.1
CCCOCC(O)COc1ccccc1C(=O)N1CCOCC1 (centres undefined)	4.0%	-2.8	0.4	4.8	-19.3	-10.9	1.5	0.6	0.6
CCn1c(=O)c(C(=O)Nc2cccnc2)c(O)c2ccccc21	4.0%	-0.9	-1.6	-6.0	25.2	-2.0	-2.9	-2.1	8.0
N#Cc1c(N2CCN(C(=O)c3ccco3)CC2)nc(-c2ccccc2)c2c1CCCC2	3.0%[fluoresces]	-47.1[fluorescence artefact?]	2.2	34.6	53.2	2.9	-5.4	2.7	-10.0
CN1C(=O)C(O)(CC(=O)c2cccc(-n3cccc3)c2)c2ccccc21 (centres undefined)	4.0%	5.1	0.0	4.3	2.1	-5.8	1.1	-0.8	2.3
COc1ccc(-n2c(SCC(=O)N3CCCCC3C)nnc2-c2cccnc2)cc1 (centres undefined)	1.0%	-2.2	0.1	-1.2	-12.2	1.6	6.9	-1.6	-8.3
O=C(CS(=O)(=O)Cc1ccccc1)Nc1cccnc1	8.0%	5.2	1.1	-11.5	1.4	-3.8	10.8	-1.3	-4.0

Whole records, looked up by structure. Order of values: NADH coupling	MMP13 inh	HTR1E agonist	5HT1a antag	Ecoli tolC	HTR1E antagonist	SF1 activator	HTR1A agonist	RORa activator
Shown for O=C(CN(CC1CCCO1)C(=O)CNS(=O)(=O)c1ccccc1)NCc1ccccc1 (centres undefined) : 11.0%	-0.3	-0.2	3.9	-10.5	-1.6	-5.8	0.9	11.1
Shown for O=C(O)C1CCCCC1C(=O)Nc1nc(-c2cccs2)cs1 (centres undefined) : 3.0%	-1.0	0.2	-3.8	27.2	-2.4	6.3	-2.2	11.0

Other results
SMILES	NADH coupling	MMP13 inh	HTR1E agonist	5HT1a antag	Ecoli tolC	HTR1E antagonist	SF1 activator	HTR1A agonist	RORa activator
Cn1c(SCCOc2cccc(Cl)c2)nnc1-c1ccncc1	32.0%	-1.0	-0.6	-7.9	-3.6	-0.5	6.0	-2.8	-6.5
Cc1noc(C)c1CSc1nc2[nH]ncc2c(=O)n1-c1ccccc1	5.0%	0.3	-0.1	37.0	6.0	51.8*	-10.9	-0.9	-6.4
Cc1ccc(NC(=O)COC(=O)Cn2c(C)csc2=O)cc1	6.0%	-5.7	-0.1	-0.3	-1.3	-3.9	0.0	-3.1	-20.6
CCNc1nc(C)nc2c1oc1ccccc12	4.0%	-3.1	1.1	-2.1	2.4	13.8	-17.1	0.6	-6.4
COc1ccc(CCNC(=O)Cn2nnc(-c3cccs3)n2)cc1OC	8.0%	-3.5	0.2	-17.4	28.8	-28.3	1.4	-0.2	-7.3
CCN(CC)C(c1ccc(C)cc1)c1nnnn1C1CCCCC1 (centres undefined)	1.0%	3.2	0.0	27.5	55.6	5.4	-12.6	-3.5	-8.4
Cc1nc2c3ccccc3[nH]c(=O)n2n1	3.0%	10.5	0.5	-10.0	-13.9	-4.3	5.5	0.5	12.6
C/C(=C1/SC(N2CCOCC2)=NC1=O)c1ccc(Cl)cc1	11.0%	-2.2	-0.3	2.9	-16.3	-1.1	-3.8	-2.3	-9.9
CC(C)c1[nH]nc2c1C(C(C)C)C(C#N)=C(N)O2 (centres undefined)	6.0%	-0.3	0.7	5.1	7.6	-3.7	8.5	-1.4	-6.1
COc1cccc(NC(=O)CN(C)S(=O)(=O)c2ccc(C)cc2)c1	6.0%	2.7	0.9	-2.2	13.3	-2.8	7.3	-0.8	-20.9
Cc1csc(N(C(=O)c2cccc(S(=O)(=O)N(C)C)c2)c2ccccc2)n1	10.0%	1.1	-0.3	1.2	3.3	8.0	18.5	-2.6	0.2
Cc1ccc(C2c3c(oc4cc(C)c(C)cc4c3=O)C(=O)N2CCCN2CCOCC2)cc1 (centres undefined)	3.0%	3.5	-0.1	5.1	12.8	-9.4	-13.0	2.1	-10.6

High-throughput results as filed in PubChem.
